# Source: PubChem (several laboratories)
# Dynein cargo inh = inhibitors of GR-EGFP nuclear translocation, primary screen, dynein cargo transport inhibitor project, imaging, high-content, 3617.4 mouse cells; test concentration mostly 20 µM; stimulated with dexamethasone, 1 µM; stronger effect = lower value; z-score, hits read low; hit rate 0.47% among 220,000;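 active means plate z-score of nuclear minus cytoplasmic receptor signal below a set negative limit, without overly bright fluorescence or cell loss, cut at about -3.5 in these data, passing the limit was not always enough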;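 further: z-score of nuclear minus cytoplasmic ring GR-EGFP intensity difference per well; some compounds called inactive have numbers as strong as hits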
#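 medium = tetracycline-free induction medium containing charcoal-stripped FBS | probe or stimulus = dexamethasone, 1.0 µM final | timing = 48 h induction, then 1 h compound, then 30 min agonist, 37 °C | detection = automated 10x imaging of fixed Hoechst-stained cells | read-out basis = nuclear versus cytoplasmic GR-EGFP signal, averaged per well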
# P. falciparum M17LAP = P. falciparum M17LAP inhibitors, primary screen, biochemical, fluorogenic H-Leu-NHMec substrate, 1536-well (AID 1619). Leucine aminopeptidase (Plasmodium falciparum (isolate 3D7)). recombinant M17LAP, H-Leu-NHMec fluorogenic kinetic assay; higher % means a stronger effect. one-dose inhibition, % at 30 µM; IC50 in µM for titrated hits. hit rate 0.38% among 220,000;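 active means compound inhibiting the enzyme by more than half at any dose during confirmatory dose-response retesting; inconclusive means strong single-dose inhibitors picked by rank but not retested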;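 further: plate controls were full reaction with DMSO carrier for no effect and no enzyme background for full effect; strong numbers were not always called active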
# LYP phosphatase = inhibitors of LYP phosphatase, biochemical, fluorescence intensity, uHTS (AID 1779) | inhibition, % at 11.5 µM; hits with a dose series show IC50 in µM | hit rate 0.054% among 290,000 | recombinant LYP phosphatase, fluorescence intensity; higher % means a stronger effect | Tyrosine-protein phosphatase non-receptor type 22 (Homo sapiens);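 further: plate controls were vehicle with enzyme for no effect and no enzyme for full effect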
# human PMI inhibition = inhibitors of human PMI, primary screen, biochemical, fluorescence intensity, coupled assay (AID 1209) | Mannose-6-phosphate isomerase (Homo sapiens) | purified PMI enzyme, coupled fluorescence intensity; higher % means a stronger effect | inhibition, % at 20 µM, or IC50 in µM where a hit was titrated | hit rate 0.42% among 190,000;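 further: plate controls were DMSO vehicle for no effect and wells lacking substrate for full effect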
# PMI inhibition = human PMI inhibitors, high substrate, primary screen, biochemical, fluorescence intensity, high mannose 6-phosphate (AID 1220); recombinant PMI enzyme, coupled fluorescence intensity; higher % means a stronger effect; one-dose inhibition, % at 20 µM; IC50 in µM for titrated hits; hit rate 0.66% among 190,000; Mannose-6-phosphate isomerase (Homo sapiens)
# AID2073 = inhibitors of Mint1-CaV2.2 protein interaction, biochemical, HTRF (AID 2073); HTRF protein-protein interaction, Mint1-CaV2.2; higher % means a stronger effect; inhibition, % at 20 µM; hits with a dose series show IC50 in µM; hit rate 0.19% among 290,000; Voltage-dependent N-type calcium channel subunit alpha-1B (Homo sapiens); in the data active means inhibition mostly above about 51%, no sharp cut-off; inconclusive means no clear call, values can overlap the other calls; inactive means mostly below about 53%; further: some results filed as inactive read as strong as hits
# SIAH1 antagonists = Siah-1 peptide-binding antagonists, primary screen, biochemical, fluorescence polarization, rhodamine-plectin, uHTS (AID 1817); Siah-1 / rhodamine-plectin peptide fluorescence polarization; higher % means a stronger effect; one-dose displacement, % at 20 µM; IC50 in µM for titrated hits; hit rate 0.02% among 290,000;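 active means displacement of at least 50% at 20 µM, with a fluorescence ratio check between 0.3 and a set limit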;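 further: plate controls were Siah plus tracer with DMSO for no effect and tracer alone without Siah for full effect; strong numbers were not always called active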
# XIAP displacement = XIAP antagonists, biochemical, IAP family, fluorescence polarization (AID 1018); hit rate 0.007% among 200,000; one-dose displacement, % at 20 µM; IC50 in µM for titrated hits; XIAP BIR domain, fluorescence polarization peptide displacement; higher % means a stronger effect; in the data active means displacement above about 50%; further: a part of the inactive calls stands beside numbers as strong as those of hits
# M1AAP inhibition = P. falciparum M1AAP inhibitors, biochemical, fluorogenic H-Leu-NHMec substrate, 1536-well (AID 1445). Aminopeptidase N (Plasmodium falciparum (isolate 3D7)). recombinant M1AAP, H-Leu-NHMec fluorogenic kinetic assay; higher % means a stronger effect. inhibition, % at 30 µM; hits with a dose series show IC50 in µM. hit rate 0.42% among 220,000;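 active means primary inhibition above the hit cutoff, then over 50% inhibition at one or more dose response concentrations, cut at about 23% in these data, passing the limit was not always enough; inconclusive means conflicting primary data, or primary hits not chosen for dose response; inactive means low primary inhibition, or under 50% at every dose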;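 further: plate controls were DMSO full reaction for no effect and no enzyme background for full effect; strong numbers were not always called active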
# Dynein cargo inh cytoplasmic EGFP = further read-out of Dynein cargo inh, marked with its call; z-score; measured here: cytoplasmic GR-EGFP intensity; stronger effect = higher value
# Dynein cargo inh nuclear GR-EGFP = second read-out of Dynein cargo inh, no call of its own (marks repeat the call); z-score; measured here: nuclear GR-EGFP intensity;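 lower value marks the stronger effect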
# Dynein cargo inh cell count = also measured in Dynein cargo inh; calls as there; z-score; measured here: cell count per field
# An asterisk follows results filed as active; u = inconclusive; x = no result given. Unless noted, no stated cut-off is given here; in the data, active means inhibition above about 50%; inactive means the rest. Not a hit list. About 2.1% of those tested had a hit in this group.
no.	canonical_smiles	Dynein cargo inh	Dynein cargo inh cytoplasmic EGFP	Dynein cargo inh nuclear GR-EGFP	Dynein cargo inh cell count	P. falciparum M17LAP	LYP phosphatase
1	O=C(Cn1cnc2c(cnn2-c2ccccc2)c1=O)Nc1cc(S(=O)(=O)N2CCOCC2)ccc1Cl	4.1	-0.1	2.3	-2.3	1%	11%
2	CCCCCCCCCCn1ccc(=N)cc1	0.73	0.052	0.94	-1.4	x	0%
3	O=C(CSc1ncnc2c1cnn2-c1ccccc1)Nc1ccc2c(c1)OCO2	2.2	-0.22	1.1	-1.2	3%	2%
4	Cc1ccc(S(=O)(=O)CCC(=O)Nc2cccc([N+](=O)[O-])c2)cc1	-0.61	-0.34	-0.26	0.85	9%	-2%
5	CCN(CC)S(=O)(=O)c1c(OC)cc(C)c(Cl)c1C	1.1	-0.32	0.56	0.69	-6%	-7%
6	CCn1c(CNC(=O)c2ccccc2F)nnc1SCC(=O)NC1CCCCC1	0.24	-0.18	0.66	0.028	x	-11%
7	Cc1[nH]c2ccccc2c1C(=O)C(=O)N1CC=C(c2ccccc2)CC1	3.3	-0.39	2	0.49	4%	-5%
8	COc1ccc(N2CC(O)=C(c3nc(-c4ccc(F)cc4)cs3)C2=N)cc1Cl	-0.0013	-0.096	0.53	-0.18	1%	-3%
9	O=C(CC1S/C(=N/N=C/c2cccs2)NC1=O)Nc1ccc(Cl)c(Cl)c1 (stereo unspecified)	-0.73	-0.26	-0.54	0.34	7%	3%
10	CCCCNC(=O)C(=O)NCc1ccncc1	-0.09	-0.28	-0.043	1.1	7%	-2%

no.	human PMI inhibition	PMI inhibition	AID2073	SIAH1 antagonists	XIAP displacement	M1AAP inhibition
1	1%	13%	36%	8%	-5.6%	1%
2	x	x	11%	-1%	x	x
3	1%	2%	27%	1%	-3.9%	9%
4	-4%	-1%	-5%	-1%	-2.2%	22%
5	12%	9%	-10%	-5%	-11%	1%
6	12%	10%	-13%	0%	-3.2%	x
7	12%	15%	10%	-5%	-8.0%	1%
8	2%	-5%	9%	-4%	-5.7%	4%
9	19%	15%	3%	3%	-4.2%	0%
10	x	x	-12%	7%	x	2%

# Next section.
no.	canonical_smiles	Dynein cargo inh	Dynein cargo inh cytoplasmic EGFP	Dynein cargo inh nuclear GR-EGFP	Dynein cargo inh cell count	P. falciparum M17LAP	LYP phosphatase
11	O=C1CCCN1CCC1CCN(C(=O)Nc2ccccc2)CC1	-0.052	-0.23	0.53	-0.79	1%	-8%
12	N#CC(C#N)=C1C=CC=CN1/C(=C\c1ccco1)C(=O)c1ccc(Br)cc1	-4.8*	1.3*	-2.4*	0.28*	-9%	-6%
13	CCC(O)CNc1nc(-n2nc(C)cc2C)nc2sc3c(c12)CCCC3 (stereo unspecified)	x	x	x	x	x	-4%
14	NC(=O)c1ccccc1NC(=O)CN1CCOCC1	-0.46	-0.17	0.048	1.2	-8%	-1%
15	CCOC(=O)Cc1csc(NC(=S)NC(=O)c2cc(OC)cc(OC)c2)n1	-1	-0.096	-0.024	1.1	3%	8%
16	CSc1nsc(N/N=C/c2ccc3c(c2)OCO3)c1C#N	0.66	-0.096	0.096	-0.39	-11%	-2%
17	N=C(N)SCc1cn2ccccc2n1	0.33	-0.27	-0.13	-0.13	-13%	-8%
18	Cc1ccc(N=Nc2c(=O)[nH]n3c(C)cc(C)nc23)cc1	-0.23	-0.038	0.11	0.42	34%	4%
19	O=C(NC(Cc1ccccc1)c1nc2ccccc2[nH]1)c1cccc([N+](=O)[O-])c1 (stereo unspecified)	1.1	-0.21	1.7	-1.7	-9%	-5%
20	CCCCN(C)C1CCN(C(=S)Nc2cccc(OC)c2)CC1	1.7	-0.22	1.2	-1.5	4%	-5%

no.	human PMI inhibition	PMI inhibition	AID2073	SIAH1 antagonists	XIAP displacement	M1AAP inhibition
11	4%	2%	-3%	8%	-2.8%	1%
12	15%	8%	-11%	-9%	-7.3%	13%
13	4%	6%	u	4%	1.9%	x
14	-2%	0%	0%	-10%	-4.4%	0%
15	10%	17%	-6%	2%	-8.9%	3%
16	-37%	-16%	24%	2%	-6.5%	-1%
17	-7%	-9%	1%	9%	-5.7%	4%
18	14%	19%	-6%	7%	-1.8%	4%
19	x	x	17%	-8%	x	-1%
20	-11%	-7%	-1%	2%	-7.3%	10%

# Carrying on.
no.	canonical_smiles	Dynein cargo inh	Dynein cargo inh cytoplasmic EGFP	Dynein cargo inh nuclear GR-EGFP	Dynein cargo inh cell count	P. falciparum M17LAP	LYP phosphatase
21	CCOC(=O)CC(C(=O)OCC)P(=O)(c1ccccc1)c1ccccc1 (stereo unspecified)	-1.4	0.41	-0.39	0.29	1%	-8%
22	Cc1ccsc1C(=O)OCC(=O)Nc1c(C)n(C)n(-c2ccccc2)c1=O	0.28	-0.24	0.23	0.13	17%	-11%
23	Cc1ccc(C(=O)CC(C(=O)O)n2ccc(C)n2)cc1 (stereo unspecified)	-0.057	-0.28	0.02	0.5	4%	-9%
24	CN1CCN(S(=O)(=O)c2cccc(C(=O)Nc3sc4c(c3-c3nc5ccccc5[nH]3)CCCC4)c2)CC1	0.22	0.27	0.41	0.15	4%	0%
25	COc1cc(NC(=S)N2CCC(C(N)=O)CC2)c(OC)cc1Cl	-0.59	-0.0077	-0.27	0.66	-4%	-9%
26	Cc1[nH]nc2c1C(c1ccc(O)cc1)C1=C(CC(C)(C)CC1=O)N2 (stereo unspecified)	-0.55	0.66	-0.16	-0.25	18%	-2%
27	CCOc1ccc2[nH]c(=O)c(CN(C(=O)N3CCOCC3)C3CC3)cc2c1	x	x	x	x	x	-14%
28	C/C(=N\NC(=O)Cc1ccc(F)cc1)c1ccc(F)cc1	0.3	-0.31	-0.19	0.54	9%	-5%
29	CCCCCCCN1C2=NCCN2c2ccccc21	-1.1	-0.27	-0.51	0.71	17%	-5%
30	CC1CCCCN1C(=O)CCS(=O)(=O)c1cccc2nonc12 (stereo unspecified)	0.4	-0.21	0.055	-0.054	-3%	-1%

no.	human PMI inhibition	PMI inhibition	AID2073	SIAH1 antagonists	XIAP displacement	M1AAP inhibition
21	5%	3%	5%	-1%	-3.1%	11%
22	6%	-4%	0%	-6%	-1.9%	1%
23	2%	-2%	7%	1%	-0.8%	-3%
24	-12%	-17%	36%	-2%	-5.1%	3%
25	1%	1%	-11%	5%	-1.9%	2%
26	-1%	1%	6%	24%	2.0%	6%
27	-8%	-6%	4%	-3%	1.8%	x
28	-5%	-2%	-7%	5%	-1.3%	4%
29	x	x	6%	18%	x	3%
30	-11%	-2%	26%	4%	-1.2%	2%

# The list continues:
no.	canonical_smiles	Dynein cargo inh	Dynein cargo inh cytoplasmic EGFP	Dynein cargo inh nuclear GR-EGFP	Dynein cargo inh cell count	P. falciparum M17LAP	LYP phosphatase
31	Cc1ccc(NCCCCO)cc1C	-0.91	0.37	-0.49	0.38	17%	-7%
32	O=C(Nc1ccc(Cl)c(Cl)c1)Nc1cc(S(=O)(=O)N2CCOCC2)ccc1N1CCCC1	-0.6	-0.28	-0.43	0.12	6%	8%
33	COc1ccc(-c2[nH]ncc2CN(C)CCCN2CCOCC2)cc1F	-0.9	-0.29	-0.37	1	-1%	-6%
34	CCc1cc(Br)ccc1NC(=O)C1CCCO1 (stereo unspecified)	0.92	-0.19	0.96	-0.26	7%	-5%
35	O=C(CSc1nnnn1C1CCCC1)NCc1ccccc1	-0.51	-0.27	-0.9	-0.02	-3%	-7%
36	CCn1c2ccccc2c2cc(NC(=O)CNCC3CCCO3)ccc21 (stereo unspecified)	-0.08	-0.26	0.2	0.29	8%	-4%
37	Cc1cc(=O)[nH]c(SCC(=O)Nc2ncc(S(=O)(=O)c3ccc([N+](=O)[O-])cc3)s2)n1	-0.63	-0.26	-0.2	0.41	14%	3%
38	COc1ccc(S(=O)(=O)N2CCCC(C(=O)Nc3ccc(NC(=O)c4ccccn4)cc3)C2)cc1 (stereo unspecified)	-0.34	-0.12	0.14	-1.1	-1%	2%
39	Cc1nn(-c2ccccc2)c2sc(C(=O)c3c(N)n(C)c(=O)n(C)c3=O)cc12	0.2	-0.13	0.44	-0.46	7%	-2%
40	C#CCOCCOCCOCCNc1nc(N2CCN(C(=O)[C@H]([C@@H](C)CC)n3cc(CCCCN)nn3)CC2)nc(N2CCN(C(=O)[C@H](C)n3cc(CCC(=O)O)nn3)CC2)n1	-0.14	-0.21	0.24	0.83	7%	-8%
41	Cc1ccc(C)c(-n2ccnc2SCC(=O)O)c1	-1.3	-0.25	-0.46	1.2	-9%	-12%
42	CCc1c(C(C)=O)oc2ccc3c(C)cc(=O)oc3c12	0.56	-0.69	-0.027	-0.22	-2%	-4%

no.	human PMI inhibition	PMI inhibition	AID2073	SIAH1 antagonists	XIAP displacement	M1AAP inhibition
31	5%	10%	-22%	0%	-4.5%	-8%
32	18%	5%	10%	-4%	-8.0%	-2%
33	10%	7%	-10%	-7%	38%	-8%
34	4%	7%	1%	5%	-7.0%	6%
35	-12%	-18%	10%	-1%	-4.3%	2%
36	13%	16%	4%	3%	-38%	2%
37	-1%	11%	20%	3%	-4.3%	7%
38	-15%	-3%	1%	0%	1.6%	5%
39	-4%	0%	14%	-5%	-8.7%	8%
40	-28%	-28%	5%	-8%	-13%	-3%
41	-10%	-8%	-2%	-1%	-5.7%	-7%
42	x	x	14%	-5%	x	0%

# Profiles, looked up by structure. Screens in order: Dynein cargo inh | Dynein cargo inh cytoplasmic EGFP | Dynein cargo inh nuclear GR-EGFP | Dynein cargo inh cell count | P. falciparum M17LAP | LYP phosphatase | human PMI inhibition | PMI inhibition | AID2073 | SIAH1 antagonists | XIAP displacement | M1AAP inhibition
# Record of Cc1nn(-c2ccccc2)c2sc(C(=O)c3c(N)n(C)c(=O)n(C)c3=O)cc12 : 0.2 | -0.13 | 0.44 | -0.46 | 7% | -2% | -4% | 0% | 14% | -5% | -8.7% | 8%
# Record of CCn1c2ccccc2c2cc(NC(=O)CNCC3CCCO3)ccc21 (stereo unspecified) : -0.08 | -0.26 | 0.2 | 0.29 | 8% | -4% | 13% | 16% | 4% | 3% | -38% | 2%
